Screening data deposited in PubChem BioAssay by National Center for Advancing Translational Sciences (NCATS).
Anesthetic bind = candidate novel general anesthetic via apoferritin binding. P02791. apoferritin/1-aminoanthracene competitive binding, fluorescence. Potency, µM (titrated, usually from 77.5 µM), for inactives: at the top dose activity change, negative = displacement, actives largely listed as inhibitors. hit rate 0.074% among 350,000; further: potency means the concentration at half of the fitted maximal effect; on the % scale 0 is the no-effect control and ±100 the full control effect; nearly all actives have a fitted effect of over 20% in size
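Horse-spleen apoferritin (10 uM) was mixed with 50% saturated 1-aminoanthracene in PBS, exposed to compounds for 10 min at room temperature, and read for fluorescence (ex 380 nm, em 535 nm). Competitive displacement was fitted with a four-parameter Hill equation.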
TRHR ag = agonists of human TRH receptor; AID 493084; TRHR cells, calcium flux fluo-8, FDSS agonist mode; activation, % at 2 µM; hit rate 0.18% among 360,000; P34981; in the data active means activation above about 30%; further: 0% is about no effect
Target sequence (P34981 whole entry, looked up): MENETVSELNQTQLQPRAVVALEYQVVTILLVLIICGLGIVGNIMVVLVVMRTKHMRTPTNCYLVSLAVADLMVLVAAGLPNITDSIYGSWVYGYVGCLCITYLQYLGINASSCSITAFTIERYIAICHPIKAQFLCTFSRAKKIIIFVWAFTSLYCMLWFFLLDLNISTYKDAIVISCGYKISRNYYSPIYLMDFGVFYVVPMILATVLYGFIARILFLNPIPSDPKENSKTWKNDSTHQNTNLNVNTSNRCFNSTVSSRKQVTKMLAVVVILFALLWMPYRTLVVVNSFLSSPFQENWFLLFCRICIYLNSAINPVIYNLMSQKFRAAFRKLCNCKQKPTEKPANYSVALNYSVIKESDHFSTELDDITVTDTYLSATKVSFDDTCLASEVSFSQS
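Read-out: compound-evoked intracellular calcium rise in TRHR cells, fluo-8 dye, kinetic FDSS fluorescence at 1 s/cycle following a 10-cycle baseline. Cells cultured overnight before dye loading (30 min–1.5 h, RT).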
D1 ag = agonists of human D1 dopamine receptor; activation, % at 2 µM; AID 504660; hit rate 1% among 360,000; HEK293 T-REx D1 cells, calcium flux, agonist mode; in the data active means activation above about 30%; further: 0% is about no effect
Target sequence (P21728 whole entry, looked up): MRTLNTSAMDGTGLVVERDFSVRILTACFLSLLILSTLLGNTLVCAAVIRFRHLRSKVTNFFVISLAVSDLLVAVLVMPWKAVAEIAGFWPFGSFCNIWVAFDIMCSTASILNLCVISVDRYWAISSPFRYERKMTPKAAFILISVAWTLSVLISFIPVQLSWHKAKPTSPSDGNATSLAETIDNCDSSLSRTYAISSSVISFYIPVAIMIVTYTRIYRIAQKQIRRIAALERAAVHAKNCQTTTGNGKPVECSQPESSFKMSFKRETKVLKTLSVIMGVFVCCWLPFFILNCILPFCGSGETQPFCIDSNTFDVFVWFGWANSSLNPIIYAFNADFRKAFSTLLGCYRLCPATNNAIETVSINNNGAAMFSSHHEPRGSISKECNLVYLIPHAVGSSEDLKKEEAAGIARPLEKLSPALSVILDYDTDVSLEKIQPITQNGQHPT
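Inducible HEK293 T-REx D1 cells, force-coupled to calcium signalling, were plated at 4000 cells/well with tetracycline and held overnight at 30 C. After no-wash calcium dye loading, compound-evoked calcium rise over 180 s flagged agonists.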
D2 potentiator = positively modulates the human D2 dopamine receptor allosterically. AID 485347. P14416. HEK293 T-REx D2, calcium flux, EC20 dopamine potentiation. potentiation, % at 10 µM. hit rate 0.34% among 340,000;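 active means potentiation over 3 SD above the plate norm, cut at about 30% in these data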; further: 0% is about no effect
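Cells plated with tetracycline inducer and held overnight at 30 C; calcium dye loaded 30–90 min at room temperature; baseline taken, compound added and read 180 s; EC20 dopamine then added and read 180 s.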
TRHR enhancer = allosterically enhances the human TRH receptor | TRHR cells, fluo-8 calcium fluorescence, EC20 TRH enhancement | P34981 | enhancement, % at 2 µM | hit rate 0.66% among 360,000; in the data active means enhancement above about 30%; further: 0% is about no effect
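Enhancer read-out: after compound pinning and an initial kinetic agonist-mode read, an EC20 of TRH (10 nM final) was injected and fluo-8 calcium signal (Ex 480/Em 530) followed at 1 s/cycle for 100 cycles in TRHR-expressing cells.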
RXFP1 antag = antagonists of human relaxin receptor RXFP1. hit rate 0.59% among 350,000. Q9HBX9. AID 1259400. activity change, negative = inhibition, % at 57.5 µM. HEK293-RXFP1, relaxin-stimulated cAMP HTRF, 30 min; stronger effect = lower value;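 active means activity change of -60% or lower, but not beyond a set lower limit; inconclusive means change between -60% and -40%, or beyond the set limit; inactive means change above -40%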; further: on the % scale 0 is the no-effect control and ±100 the full control effect
D1 antag = blocks dopamine activation of the human D1 receptor. HEK293 TREx D1 cells, calcium flux, dopamine EC80; stronger effect = lower value. hit rate 3.2% among 360,000. activity change, negative = inhibition, % at 10 µM; in the data active means activity change below about -30%; further: on the % scale 0 is the no-effect control and ±100 the full control effect
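Allosteric or orthosteric antagonism assessed as attenuation of the calcium response to EC80 dopamine, added 180 s after compound, in induced HEK293 Trex D1 cells loaded with no-wash calcium dye.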
D1 PAM = human D1 dopamine receptor positive modulation; HEK293 TREx D1 cells, calcium flux, dopamine EC20 potentiation; potentiation, % at 10 µM; hit rate 0.036% among 360,000; in the data active means potentiation above about 30%; further: 0% is about no effect
RXFP1 ag = agonists of human relaxin receptor RXFP1. Q9HBX9. HEK293T-RXFP1 cAMP TR-FRET, 30 min; response scale: percent of porcine relaxin response, buffer zero. Potency, µM (series often up to 57.5 µM), for the others: at the top dose activation, most hits filed as activators. hit rate 0.3% among 370,000; further: potency means the concentration at half of the fitted maximal effect; on the % scale 0 is the no-effect control and ±100 the full control effect; nearly all actives have a fitted effect of over 60% in size; many of its hits are not listed in these tables
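HEK293 cells stably expressing RXFP1, treated 30 min at 37C with compounds plus PDE4 inhibitor Ro 20174; cAMP measured by HTRF TR-FRET. Normalized to buffer and 29 nM porcine relaxin; EC50 by Hill fit.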
Numbers without * were called inactive; ? = inconclusive; . = no result given; [ ] = remark or other dose. Unless noted, the call rests on the fitted dose curve; in most records, active means well fitted curve in the direction sought with a large enough effect; inconclusive means small, poorly fitted or top-dose-only effect, or another doubt; inactive means no such curve, though single readings can be large; an effect the other way counts as inactive or inconclusive. An excerpt. The share of hits here may be higher or lower than overall.

SMILES	Anesthetic bind	TRHR ag	D1 ag	D2 potentiator	TRHR enhancer	RXFP1 antag	D1 antag	D1 PAM	RXFP1 ag
CCC/C(=N/NC(=O)c1ccc2c(c1)OCO2)c1cccs1	-19%	-0.2	5	-4	-3	.	6	-2	0.4%
Cn1c2cc(Br)sc2c2cnn(Cc3ccc(F)cc3F)c(=O)c21	.	0.2	0	.	-5	.	7	-4	0.5%
C/C(=N\NC(=O)c1ccc2ccccc2c1)c1cccnc1	-10%	-0.6	1	-7	-4	3	-7	-5	-0.6%
Cc1cccc(N2CC(c3nc4ccccc4n3CCC3CCCCC3)CC2=O)c1 (stereo not drawn)	-7%	0.7	3	14	2	.	8	-4	4.0%
CC(=O)c1cccc(OCC(O)CN2CCN(S(=O)(=O)c3c(F)cccc3F)CC2)c1 (stereo not drawn)	-7%	1.9	10	4	-2	2	-2	-8	0.0%
CC(NC(=O)CCC(=O)NCc1ccc(F)cc1)c1ccccc1 (stereo not drawn)	8%	-1.8	1	10	1	-3	-2	1	-2.0%
Cc1nc2c(nnn2Cc2ccccc2)c(=O)[nH]1	-6%	0.3	1	9	-3	-26	-17	-1	5.9%
COc1cc(NC(=O)NC2Cc3ccccc3C2)cc(OC)c1	-19%	-0.4	-1	2	5	10	17	3	-0.9%
CCOC(=O)c1c(-c2ccc(F)cc2)csc1NC(=O)CCN1C(=O)c2ccccc2C1=O	4%	0.0	2	-2	-3	-17	4	0	1.0%
COC(=O)c1cc2ccsc2n1Cc1nc(-c2ccc(Cl)cc2)oc1C	-5%	0.1	4	10	-4	.	8	.	1.4%
COC(=O)COc1ccc2c(=O)c(Oc3ccccc3)c(C)oc2c1	3%	-0.3	14	37*	1	-1	-3	1	2.2%
COc1ccc(CCNC(=O)C/C(C)=N/NC(=O)c2cnccn2)cc1	-2%	0.1	2	10	1	20	5	-12	2.8%
CCOC(=O)CN1C(=O)C(=O)N(Cc2c(C)cc(C)cc2C)C1=O	3%	0.9	2	-7	4	2	9	12	0.0%
COc1ccc(Cc2nc3ccc(C(=O)NCc4cc(C)no4)cc3o2)cc1OC	-10%	0.3	10	2	1	-4	-8	-3	0.4%
Cc1c(NC(=O)C(C)(C)Oc2ccc(Cl)cc2)cccc1-c1nc2ncccc2o1	?	1.8	2	-2	16	.	-2	-4	-1.0%
O=C1c2ccncc2C(=O)N1CNc1ccc(Cl)cc1	6%	0.6	6	.	4	-2	16	-2	1.1%
CCCOc1cccc(C(=O)O)c1	22%	0.1	1	-4	1	2	-1	0	0.3%
COc1ccccc1CNc1ccc(N2CCCCC2)cc1	-18%	-0.1	2	.	2	13	-21	-3	2.2%
CCCc1nnc(NC(=O)CCC(=O)NCCc2ccc(Cl)cc2)s1	-3%	0.2	2	7	8	-32	2	-7	0.1%
CC(C)OCCCNC(=O)c1cc(Sc2ccc(F)cc2)nc2ccccc12	1%	-0.3	1	-3	-4	2	6	3	?
Cc1cccc(N2CCN(S(=O)(=O)c3ccc4c(c3)C(C)(C)C(=O)N4C)CC2)c1C	-14%	-0.3	0	4	0	16	-6	-11	-1.4%
COc1ccc(Oc2nc(Oc3ccc(OC)cc3)nc(Oc3ccc(OC)cc3)n2)cc1	2%	-0.8	2	3	8	-14	7	2	-0.9%
Cc1ccc(C(=O)NNc2c3ccccc3nc3ccccc23)cc1	36%[activator]	-1.5	2	-10	2	-1	-28	-5	3.1%
Cc1ccc(NC(=O)c2cccc(N3C(=O)C4C5CCC(C5)C4C3=O)c2)c(C)c1 (stereo not drawn)	-3%	-0.6	3	.	0	1	-13	-10	-1.1%
Cc1ccc2c(c1)CCCN2C(=O)c1cc(C)on1	-9%	-0.1	0	2	-6	-5	-5	-6	4.3%
Cc1cccc(NC(=O)Cn2nc(C(F)(F)F)cc2C2CC2)c1	?	0.0	10	13	1	-7	3	3	0.5%
CCCCCCc1ccc(OC(=O)c2ccncc2)cc1	-20%	0.4	1	11	-2	11	-4	1	6.2%
CCC(C(=O)Nc1nccs1)c1ccccc1 (stereo not drawn)	?	-0.3	3	3	-5	-11	2	-5	0.1%
Cc1cc(C)cc(OCC(=O)O/N=C(\N)c2ccccn2)c1	?	-0.6	1	19	0	13	-2	-2	0.1%
COc1cc(-c2nnc(SCCOc3ccc(Cl)cc3C)o2)cc(OC)c1OC	-6%	-0.3	5	5	0	-6	10	3	-0.6%
COc1ccc(N=Cc2sc3ccccc3c2Cl)cc1	?	0.0	2	-7	-7	-7	3	-3	2.4%
O=C(CCNS(=O)(=O)c1ccccc1)N1CCN(c2ccccc2F)CC1	-15%	0.1	3	14	6	-17	-17	-6	1.6%
Cc1nc2ncccn2c1-c1csc(Nc2ccccc2)n1	-9%	-0.1	3	-26	-2	-10	1	-2	-0.6%
Cc1c(C)c2c(OCC(=O)N3CCC(O)CC3)cc3c(c2oc1=O)CCC(C)(C)O3	-13%	0.6	-1	2	-3	.	-3	7	5.6%
CCOC(=O)Cn1c(=O)oc2cc(S(=O)(=O)N3CCc4ccccc43)ccc21	-2%	0.5	4	-2	-1	.	-27	-8	4.1%
O=C1CC(N2CCN(c3ccccc3)CC2)C(=O)N1c1cccc(Cl)c1 (stereo not drawn)	1%	0.3	-2	2	2	0	-4	6	-1.5%
N#C/C(=C\c1ccco1)C(=O)Nn1cnnc1	-2%	0.8	5	.	10	-5	-18	-2	-1.9%
Cc1ccc(NC(=O)Nc2nnc(N3CCCC3)s2)cc1	-11%	0.1	1	7	-4	-2	-15	-2	-3.8%
CCOC(=O)C1CCN(Cc2ccc(OC)c(OCc3ccccc3)c2)CC1	-6%	0.2	12	1	3	-3	-5	-1	2.1%
CCCC(C(=O)NC(C)(C)C)N(Cc1ccccc1Cl)C(=O)c1snc(C(N)=O)c1N (stereo not drawn)	-23%	-0.4	4	-5	-10	-10	-5	-8	3.7%
COc1ccc2c(Cl)c(C(=O)NN3CCN(C)CC3)sc2c1	-15%	0.2	1	.	2	-11	8	-4	2.7%
COc1ccccc1/C=C/C(=O)NCC(=O)N/N=C(\CCC(=O)O)c1ccccc1	?	0.3	1	-1	6	-1	0	0	0.9%
CC(OC(=O)c1ccncc1)C(=O)Nc1cc(S(=O)(=O)N2CCCCC2)ccc1Cl (stereo not drawn)	1%	-0.6	1	4	1	-1	4	-5	0.4%
O=C(C1=C[C@@H]2[C@H]3C(=O)N(c4ccccc4Cl)C(=O)[C@H]3[C@@H](C(=O)c3ccc(Cl)cc3)N2C=C1)c1ccccc1	-14%	1.5	4	7	2	.	-10	0	0.4%
COc1ccccc1CNC(=O)C1CCCN(S(=O)(=O)c2cccs2)C1 (stereo not drawn)	8%	0.0	-2	-10	40*	8	5	3	0.0%
CC(C)OC(=O)CC(NC(=O)OC(C)(C)C)c1ccccc1 (stereo not drawn)	-12%	1.2	-3	-4	5	.	15	-1	-0.4%
COc1ccc2c(c1)c(=O)oc1cc(OCC(=O)NCC3CCC(C(=O)O)CC3)ccc12 (stereo not drawn)	5%	-0.5	1	2	7	.	1	6	1.0%
COc1ccc(OC)c(S(=O)(=O)NNC(=S)Nc2ccc3c(c2)OCO3)c1	-9%	0.0	5	11	2	-5	16	-7	2.4%
O=C(CCSCCC(=O)Nc1ccccc1F)Nc1ccccc1F	-11%	-0.9	1	-5	-17	3	0	6	0.4%
COC(=O)COc1ccc(S(=O)(=O)Nc2ccc3c(c2)OCO3)cc1	-11%	0.5	12	10	-6	6	-17	-10	-1.2%
CCOC(=O)N1CCC(NC(=O)c2ccc3c(c2)N(Cc2ccc(F)cc2)C(=O)c2ccccc2S3=O)CC1 (stereo not drawn)	-15%	1.0	2	4	37*	.	2	-2	1.2%
CN(C)c1ccc(C2C3CCCc4ccccc4C3=NN2C)cc1 (stereo not drawn)	-10%	0.5	2	.	1	-8	14	2	0.8%
CN(CCC1CCOCC1)Cc1cn[nH]c1-c1ccc(-c2ccccc2)cc1	-14%	-0.1	4	12	3	-3	1	-2	-2.0%

Entries listed so far that have a thiophene ring, fused or not (seven):
SMILES	Anesthetic bind	TRHR ag	D1 ag	D2 potentiator	TRHR enhancer	RXFP1 antag	D1 antag	D1 PAM	RXFP1 ag
CCC/C(=N/NC(=O)c1ccc2c(c1)OCO2)c1cccs1	-19%	-0.2	5	-4	-3	.	6	-2	0.4%
Cn1c2cc(Br)sc2c2cnn(Cc3ccc(F)cc3F)c(=O)c21	.	0.2	0	.	-5	.	7	-4	0.5%
CCOC(=O)c1c(-c2ccc(F)cc2)csc1NC(=O)CCN1C(=O)c2ccccc2C1=O	4%	0.0	2	-2	-3	-17	4	0	1.0%
COC(=O)c1cc2ccsc2n1Cc1nc(-c2ccc(Cl)cc2)oc1C	-5%	0.1	4	10	-4	.	8	.	1.4%
COc1ccc(N=Cc2sc3ccccc3c2Cl)cc1	?	0.0	2	-7	-7	-7	3	-3	2.4%
COc1ccc2c(Cl)c(C(=O)NN3CCN(C)CC3)sc2c1	-15%	0.2	1	.	2	-11	8	-4	2.7%
COc1ccccc1CNC(=O)C1CCCN(S(=O)(=O)c2cccs2)C1 (stereo not drawn)	8%	0.0	-2	-10	40*	8	5	3	0.0%
